U2OS ROS induce – cancer cell ROS induction; U2OS ROS induction, H2DCF-DA fluorescence; AID 624156; 46,000 compounds, 2% hits; ROS induction (% of piperlongumine), % at 10 µM; in the data active = ROS induction above about 79%, passing the limit was not always enough; inconclusive = no clear call, values can overlap the other calls;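 note: 0% = DMSO vehicle median and 100% = reference compound median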
Starred values were filed as active, the others as inactive; u = inconclusive. Only part of the results is shown; rates above refer to the full screens.

A first look, four compounds:
SMILES	U2OS ROS induce
CN(C)CCCNC(=O)[C@@]1(c2ccc([N+](=O)[O-])cc2)CC(=O)N(C2CCCCC2)[C@@H]1c1ccc(CO)cc1I	30.8
COc1ccc(NC(=O)N(C)C[C@H]2Oc3ccc(NC(=O)Nc4ccc5c(c4)OCO5)cc3C(=O)N([C@H](C)CO)C[C@H]2C)cc1	-6.5
Cc1ccc(C)c(NC(=O)c2ccc(OCC(=O)Nc3ccccc3C)cc2)c1	-5.4
COc1ccc(S(=O)(=O)N(C)C[C@H]2Oc3c(NC(=O)Nc4c(C)noc4C)cccc3C(=O)N([C@@H](C)CO)C[C@H]2C)cc1	-6.3

The listing, repeating the preview:
SMILES	U2OS ROS induce
CN(C)CCCNC(=O)[C@@]1(c2ccc([N+](=O)[O-])cc2)CC(=O)N(C2CCCCC2)[C@@H]1c1ccc(CO)cc1I	30.8
COc1ccc(NC(=O)N(C)C[C@H]2Oc3ccc(NC(=O)Nc4ccc5c(c4)OCO5)cc3C(=O)N([C@H](C)CO)C[C@H]2C)cc1	-6.5
Cc1ccc(C)c(NC(=O)c2ccc(OCC(=O)Nc3ccccc3C)cc2)c1	-5.4
COc1ccc(S(=O)(=O)N(C)C[C@H]2Oc3c(NC(=O)Nc4c(C)noc4C)cccc3C(=O)N([C@@H](C)CO)C[C@H]2C)cc1	-6.3
O=C1CC(c2ccccc2)N(c2cccc(C(F)(F)F)c2)C(=S)N1 (configuration not stated)	3.7
COc1ccccc1C(=O)Nc1c(C)[nH]c(=O)[nH]c1=O	1.1
CCNC(=O)CC1C(=O)N(CC)C(=S)N1NC(=O)c1ccccc1 (configuration not stated)	-5.1
Cc1nn(-c2ccccc2)c2sc(C(=O)OCN3C(=O)c4ccccc4C3=O)cc12	-8.4
O=C(NCCN1CCOCC1)c1cccc(S(=O)(=O)N2CCCC2)c1	-10.6
O=C(CSCc1ccc(F)cc1)NC1CCCCC1	-8.9
C[C@@H]1CN([C@@H](C)CO)C(=O)c2cc(N(C)C)ccc2O[C@H]1CN(C)Cc1ccc(-c2ccccc2)cc1	6.5
COc1ccc(CN(CCC(c2ccc3c(c2)OCO3)c2ccccc2OC)C(=O)c2ccco2)cc1 (configuration not stated)	40.4
CCOC(=O)C(C(=O)Nc1ccc(N(CC)CC)cc1)C1CCCCC1 (configuration not stated)	6.9
C[C@H]1CN([C@@H](C)CO)C(=O)c2cccc(NS(=O)(=O)c3cccs3)c2O[C@H]1CN(C)C(=O)Nc1ccc2c(c1)OCO2	-0.4
COc1ccc(NC(=O)Nc2ccc3c(c2)C(=O)N([C@@H](C)CO)C[C@@H](C)[C@@H](CN(C)C(=O)Nc2ccc4c(c2)OCO4)O3)cc1	6.9
Cc1ccc(NC(=O)COc2ccc(Br)cc2C)c([N+](=O)[O-])c1	-0.4
COc1ccc(NC(=O)Nc2ccc3c(c2)C(=O)N([C@H](C)CO)C[C@H](C)[C@H](CN(C)CC2CCCCC2)OCCCC[C@@H](C)O3)cc1	63.6
COc1cc(/C=N/NC(=O)c2cccc(C(=O)NO)c2)c(Br)cc1O	-15.0
CCCC(O)C#Cc1cnc2c(c1)C(=O)N([C@H](C)CO)C[C@H](C)[C@H](CN(C)C(=O)NC(C)C)O2 (some centres not stated)	5.5
CNC[C@@H]1Oc2ccc(NC(=O)Cn3cnnn3)cc2C(=O)N([C@H](C)CO)C[C@H]1C	-5.3
COc1ccccc1OCCOc1ccc(-c2nc3sc4c(c3c(=O)[nH]2)CCCC4)cc1	8.1
CCN(CC)S(=O)(=O)c1ccc(Cl)c(C(=O)Oc2ccc(C)c(C)c2)c1	14.3
Cc1noc(C)c1NC(=O)Nc1ccc2c(c1)C(=O)N([C@@H](C)CO)C[C@H](C)[C@H](CN(C)C(=O)Nc1ccc(F)cc1)O2	-6.3
C[C@H]1CN([C@@H](C)CO)C(=O)Cc2cc(NC(=O)CCN3CCOCC3)ccc2O[C@H]1CN(C)C(=O)Nc1ccc2c(c1)OCO2	0.6
COc1ccc(C(=O)Nc2ccccc2C2(C)CC2)cc1	-17.4
COc1cccc(-c2cnc3c(c2)C(=O)N([C@H](C)CO)C[C@H](C)[C@H](CN(C)S(C)(=O)=O)O3)c1	13.9
CCn1c2ccccc2c2cc(NC(=O)CN(C)S(=O)(=O)c3ccc(Cl)cc3)ccc21	-9.4
C[C@@H]1CCCCO[C@H](CN(C)Cc2ccc3c(c2)OCO3)[C@@H](C)CN([C@H](C)CO)C(=O)c2cc(NC(=O)C3CCCCC3)ccc2O1	56.8
C[C@@H]1CN([C@@H](C)CO)C(=O)c2cccc(NC(=O)C3CCCCC3)c2O[C@@H]1CN(C)C(=O)NC1CCCCC1	-0.6
CNC[C@@H]1Oc2ccc(NC(=O)Nc3c(C)noc3C)cc2CC(=O)N([C@H](C)CO)C[C@@H]1C	0.1
C[C@H]1CN([C@@H](C)CO)C(=O)CCCn2cc(nn2)CO[C@@H]1CN(C)Cc1cccc(C(=O)O)c1	-7.8
O=C(Oc1ccc(-c2ccccc2)cc1)c1ccco1	4.6
C[C@@H]1CN([C@@H](C)CO)C(=O)c2cc(NS(=O)(=O)c3cn(C)cn3)ccc2O[C@H]1CN(C)Cc1ccc(C(F)(F)F)cc1	-2.5
C[C@H](CO)N1C[C@H](C)[C@H](CN(C)S(=O)(=O)c2cn(C)cn2)Oc2ncc(C#Cc3ccccc3)cc2C1=O	119.6*
COc1cc2nc(N3CCN(C(=O)C4CCCO4)CC3)nc(N)c2cc1OC (configuration not stated)	-7.8
O=C(CSc1nnc(-c2ccco2)n1-c1ccccc1)c1ccc(F)cc1	3.2
C[C@H](CO)N1C[C@H](C)[C@H](CN(C)Cc2ccc3c(c2)OCO3)Oc2c(NS(C)(=O)=O)cccc2C1=O	-6.1
COc1c(C(=O)O)ccc2c1CCC(C)(C)O2	-6.8
CCc1ccc(N2C(=O)CC(Sc3ccccc3N)C2=O)cc1 (configuration not stated)	-12.8
COc1ccc(-c2csc(N3CCCC3C(=O)OCc3ccccc3)n2)cc1 (configuration not stated)	-18.9
O=C(O)/C=C/C=C/c1ccccc1	8.6
C[C@H]1CN([C@@H](C)CO)C(=O)c2cccc(NS(=O)(=O)c3cccs3)c2O[C@H]1CN(C)Cc1ccc2c(c1)OCO2	8.7
CC(CC(N)=O)OC(=O)c1cc(Cl)cc(O)c1O (configuration not stated)	-2.1
Cc1ccc(S(=O)(=O)N(C)C[C@H]2Oc3ccc(NS(=O)(=O)c4cn(C)cn4)cc3C(=O)N([C@@H](C)CO)C[C@H]2C)cc1	-15.5
CNC[C@@H]1Oc2c(NS(=O)(=O)c3ccc(F)cc3)cccc2C(=O)N([C@@H](C)CO)C[C@@H]1C	-8.2
CC1CCN(Cc2ccccc2CO)CC1	-14.4
COc1ccc(OC)c(NC(=O)c2c(NC(=O)CN3CCOCC3)sc3c2CCC3)c1	-4.3
OC(COc1ccc2ccccc2c1Br)Cn1ccnc1 (configuration not stated)	-12.1
COc1cc(C)c(C(C)C)cc1S(=O)(=O)NC1CC(C)(C)NC(C)(C)C1	6.5
COc1ccc(NC(=O)Nc2ccc3c(c2)C(=O)N([C@H](C)CO)C[C@@H](C)[C@H](CN(C)C(=O)Nc2ccccc2)O3)cc1	0.8
Cc1ccccc1-c1nnc(SCC(=O)Nc2cccc(Br)c2)n1C	13.3
CC1(C)CC(=O)c2c(SCCOC(=O)c3ccccc3Cl)sc(C#N)c2C1	21.0
C[C@H](CO)N1C[C@H](C)[C@@H](CN(C)S(=O)(=O)c2ccc(F)cc2)Oc2c(NS(=O)(=O)c3cccs3)cccc2C1=O	-9.6
O=C(Cn1cc(Br)c([N+](=O)[O-])n1)Nc1ccccc1F	-1.7
C[C@H](CO)N1C[C@H](C)[C@@H](CN(C)Cc2ccc(C(=O)Nc3ccccc3N)cc2)Oc2ccc(NC(=O)C3CC3)cc2C1=O	6.9
O=C(CSc1nnc(-c2ccc([N+](=O)[O-])cc2)n1-c1ccccc1)Nc1ccc(Cl)cc1	26.8
C[C@@H]1CN([C@@H](C)CO)C(=O)c2cc(NC(=O)CCN3CCOCC3)ccc2O[C@@H]1CN(C)C(=O)Nc1ccccc1	-11.0
C[C@@H]1CN([C@H](C)CO)C(=O)c2cc(NC(=O)Nc3ccc(F)cc3)ccc2O[C@H]1CN(C)C(=O)Nc1cccc2ccccc12	4.4
Cc1ccc(S(=O)(=O)N(C)C[C@@H]2Oc3c(NC(=O)C4CCOCC4)cccc3C(=O)N([C@@H](C)CO)C[C@H]2C)cc1	-17.0
COc1cc(Cl)c(C)cc1NC(=O)CN(C)S(=O)(=O)c1ccc(Br)cc1	6.7
The list continues.
SMILES	U2OS ROS induce
Cc1ccc(S(=O)(=O)N(C)C[C@@H]2Oc3ccc(NC(=O)Nc4ccc5c(c4)OCO5)cc3CC(=O)N([C@H](C)CO)C[C@@H]2C)cc1	33.2
Cc1noc(C)c1NC(=O)N(C)C[C@@H]1Oc2ccc(NC(=O)Nc3ccccc3)cc2C(=O)N([C@@H](C)CO)C[C@H]1C	-3.4
COC(=O)c1ccc(NC(C)=O)cc1	-0.9
Cc1noc(C)c1S(=O)(=O)Nc1ccc2c(c1)C(=O)N([C@@H](C)CO)C[C@H](C)[C@@H](CN(C)Cc1ccc(Oc3ccccc3)cc1)O2	45.9
C[C@H](CO)N1C[C@H](C)[C@H](CN(C)C(=O)Nc2ccc(F)cc2)Oc2ncc(C#Cc3ccccc3)cc2C1=O	u
C[C@H](CO)N1C[C@H](C)[C@H](CN(C)S(=O)(=O)c2ccc(Cl)cc2)Oc2c(NC(=O)Nc3ccc(C(F)(F)F)cc3)cccc2C1=O	-2.4
COC(=O)c1sc(SC)c(C#N)c1-c1ccco1	37.3
C[C@@H]1CN([C@H](C)CO)C(=O)c2cccc(NC(=O)c3ccncc3)c2O[C@H]1CN(C)CC1CC1	10.6
Cc1ccc(S(=O)(=O)Nc2ccc3oc(C)c(C(=O)NN)c3c2)cc1	-7.1
CC(C)NC(=O)Nc1ccc2c(c1)CC(=O)N([C@H](C)CO)C[C@@H](C)[C@H](CN(C)Cc1ccc(C(=O)O)cc1)O2	8.6
CC(C)Sc1n[nH]c(=O)n1-c1ccccc1	-1.7
COc1ccc(C(=O)O[C@H]2CC(C)=CCC3(C)CC[C@@](O)(C(C)C)[C@H]23)cc1 (some centres not stated)	16.3
C[C@@H]1CN([C@@H](C)CO)C(=O)c2cc(NC(=O)Cn3cnnn3)ccc2O[C@@H]1CN(C)C(=O)Nc1cccc2ccccc12	4.8
C[C@@H]1CN([C@@H](C)CO)C(=O)Cc2cc(NC(=O)Nc3ccc(C(F)(F)F)cc3)ccc2O[C@@H]1CN(C)S(=O)(=O)c1cn(C)cn1	-5.6
CC1(C)Cc2ccccc2C(=NC(Cc2c[nH]c3ccccc23)C(=O)O)N1 (configuration not stated)	-7.0

Another view of some results above:
C[C@@H]1CN([C@@H](C)CO)C(=O)Cc2cc(NC(=O)Nc3ccc(C(F)(F)F)cc3)ccc2O[C@@H]1CN(C)S(=O)(=O)c1cn(C)cn1
- U2OS ROS induce: -5.6
CC1(C)Cc2ccccc2C(=NC(Cc2c[nH]c3ccccc23)C(=O)O)N1 (configuration not stated)
- U2OS ROS induce: -7.0

(continued)
SMILES	U2OS ROS induce
C[C@@H]1CN([C@@H](C)CO)C(=O)c2cc(NC(=O)Nc3ccccc3)ccc2O[C@@H]1CN(C)C(=O)Nc1cccc2ccccc12	2.6
O=C(NCc1ccccn1)c1ccc2nc(N3CCCCC3)sc2c1	10.0
C=CCOc1ccccc1/C=N/NC(=O)CCCCCCC(=O)Nc1ccccc1O	13.1
CCN(CC)C(=O)Cc1noc2ccccc12	-18.3
COc1ccc(C)cc1NC(=O)NCc1cc(C)n(C)n1	-2.5
C[C@@H]1CN([C@@H](C)CO)C(=O)c2cccc(NS(C)(=O)=O)c2O[C@H]1CN(C)Cc1ccc(Cl)c(Cl)c1	43.1
COc1ccc(S(=O)(=O)N(C)C[C@@H]2Oc3ncc(C#Cc4cccc(F)c4)cc3C(=O)N([C@H](C)CO)C[C@@H]2C)cc1	-7.0
C[C@H]1CN([C@@H](C)CO)C(=O)c2cccc(NS(=O)(=O)c3cn(C)cn3)c2O[C@H]1CN(C)S(=O)(=O)c1ccc(Cl)cc1	-2.6
CC(C)=CCn1cnc(=N)c2[nH]cnc21	-5.4
Cc1ccc(CN2C(=O)CSc3ccc(C(=O)NCC4CCCO4)cc32)cc1 (configuration not stated)	-1.7
C[C@@H]1CN([C@H](C)CO)C(=O)Cc2cc(NC(=O)Nc3cccc4ccccc34)ccc2O[C@H]1CN(C)C	-21.7
C[C@H]1CN([C@@H](C)CO)C(=O)c2cccc(NS(=O)(=O)c3ccccc3)c2O[C@@H]1CN(C)Cc1ccc(C(=O)O)cc1	0.2
C[C@@H]1CN([C@H](C)CO)C(=O)c2cccc(NC(=O)Nc3ccc(C(F)(F)F)cc3)c2O[C@H]1CN(C)Cc1ccncc1	17.0
COc1ccc(S(=O)(=O)NCCN2CCNC2=O)cc1OC	-9.1
COc1ccc(OC)c(CCN=C2NS(=O)(=O)C(c3ccc(C)cc3)=C2C)c1	33.8

For reference, 3 of the compounds above:
SMILES	U2OS ROS induce
C[C@@H]1CN([C@@H](C)CO)C(=O)c2cc(NC(=O)Nc3ccccc3)ccc2O[C@@H]1CN(C)C(=O)Nc1cccc2ccccc12	2.6
O=C(NCc1ccccn1)c1ccc2nc(N3CCCCC3)sc2c1	10.0
C=CCOc1ccccc1/C=N/NC(=O)CCCCCCC(=O)Nc1ccccc1O	13.1

The list goes on:
SMILES	U2OS ROS induce
CCOC(=O)c1cccc2c1-c1ccccc1C2=O	13.6
CCn1c2ccccc2c2cc(NC(=O)CCN3C(=O)c4ccccc4C3=O)ccc21	5.8
O=C1CSc2ccc(C(=O)NCCC3=CCCCC3)cc2N1	13.1
C[C@@H]1CCCCO[C@H](CN(C)CC2CC2)[C@@H](C)CN([C@H](C)CO)C(=O)c2cc(NC(=O)Cc3ccccc3)ccc2O1	-0.1
Cc1ccc(S(=O)(=O)Nc2cccc3c2O[C@@H](CN(C)S(=O)(=O)c2cn(C)cn2)[C@@H](C)CN([C@@H](C)CO)C3=O)cc1	-7.3
Cc1noc(C)c1S(=O)(=O)Nc1ccc2c(c1)CC(=O)N([C@H](C)CO)C[C@@H](C)[C@H](CN(C)S(=O)(=O)c1cn(C)cn1)O2	-6.7
C[C@@H]1CN([C@@H](C)CO)C(=O)c2cc(NC(=O)Nc3ccc(F)cc3)ccc2O[C@@H]1CN(C)C	-7.9
COc1cc(NC(=O)CN(C)S(=O)(=O)c2ccc3ccccc3c2)c(OC)cc1Cl	28.9

Screening results as filed in PubChem BioAssay.
